Apoferritin bind = binds horse apoferritin like a general anesthetic; apoferritin/1-aminoanthracene competitive binding, fluorescence; 0.074% of 350,000 active; Potency, µM (doses to about 77.5 µM), for inactives: top-dose activity change, negative = displacement, usual class: inhibitors; P02791; AID 485281; note: potency is the fitted concentration of half-maximal effect; % is set by controls: 0 for no effect and ±100 for the full control effect; nearly all actives have a fitted effect of over 20% in size
Target sequence (P02791 2-175 limits assumed): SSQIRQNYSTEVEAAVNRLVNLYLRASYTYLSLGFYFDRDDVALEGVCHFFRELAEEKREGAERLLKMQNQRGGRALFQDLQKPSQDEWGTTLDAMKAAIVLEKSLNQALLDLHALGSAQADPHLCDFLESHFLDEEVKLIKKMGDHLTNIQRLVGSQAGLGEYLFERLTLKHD
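Steps: apoferritin (10 uM) was premixed with half-saturated 1-AMA in PBS, compounds were pin-transferred, plates stood 10 min at room temperature, fluorescence was read at 380/535 nm, and curves were fitted with a Hill equation.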
Pol kappa inh = inhibitors of human DNA polymerase kappa. Q9UBT6. purified Pol kappa, fluorescent DNA synthesis assay, 10 min. Potency, µM (top dose mostly 107 µM), inactives show at the top dose activity, negative = inhibition, most hits filed as inhibitors. 0.53% of 400,000 active. AID 588579; note: potency is the fitted concentration of half-maximal effect; % is set by controls: 0 for no effect and ±100 for the full control effect
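50 nM final substrate added after 15 min RT preincubation of 10 nM Pol kappa with compound; fluorescence read at 0 and 10 min.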
POLB inh = DNA polymerase beta (human) inhibition. P06746. Pol beta primer extension/strand displacement, fluorescence kinetic. Potency, µM (highest dose often 114 µM), inactives show at the top dose activity change, negative = inhibition, usual class: inhibitors. 1.3% of 340,000 active; note: potency is the fitted concentration of half-maximal effect; % is set by controls: 0 for no effect and ±100 for the full control effect
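Enzyme-only controls used 10 nM Pol beta; buffer lacking enzyme served as negative control. Compound preincubated 15 min, then 50 nM substrate added; 0 and 10 min reads at room temperature.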
12-LOX inh = ALOX12 (human) lipoxygenase inhibition. P18054. purified 12hLO, xylenol orange hydroperoxide absorbance. Potency, µM (titrated, usually from 108 µM), inactives show at the top dose activity change, negative = inhibition, hits mostly inhibitors. 1.1% of 580,000 active. AID 1671190; note: potency is the fitted concentration of half-maximal effect; % is set by controls: 0 for no effect and ±100 for the full control effect
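Hydroperoxide product was detected by ferrous iron/xylenol orange as the 573 to 405 nm absorbance ratio. Arachidonic acid at 40 uM (final) was turned over for 30 min at room temperature by 150 nM human 12hLO, pH 7.0 Hepes buffer, after 15 min compound preincubation.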
ERG Ets-DNA blk = ERG Ets/DNA interaction inhibition; AID 624246; P11308; Potency, µM (doses to about 76.9 µM), without a hit: top-dose FP activity, negative = inhibition, usual class: inhibitors; fluorescence polarization, His-ERG Ets domain / labelled DNA; 0.028% of 370,000 active; active = well fitted inhibition curve with a large enough effect in the polarisation, with a control signal flat; inconclusive = small, poorly fitted or top-dose-only effect, or effect the other way, or a change in a side signal; inactive = no such curve, though single readings can be large or run the other way; the % refers to the polarisation;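 note: polarization taken with two DNA probes labelled with fluorescein and Texas red; potency is the fitted concentration of half-maximal effect; % of control where 0% means no effect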
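His-tagged ERG Ets domain (1 uM in the protein solution; 300mM KCl, 50mM Tris-HCl, 1mM EDTA, 1mM DTT, pH 7.5) received compound, then a probe mix of 5 nM fluorescein-DNA and 100nM Texas-615-DNA. Fluorescence polarization was read for both dyes.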
APE1 inh = blocks human APE1 abasic DNA cleavage; P27695; recombinant APE1, TAMRA/BHQ-2 abasic DNA cleavage fluorescence; Potency, µM (series often up to 65.8 µM), without a hit: at the top dose activity change, negative = inhibition, usual class: inhibitors; 0.35% of 350,000 active;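 note: potency is the fitted concentration of half-maximal effect; plate controls were vehicle for no effect and reference inhibitor for full effect; nearly all actives have a fitted effect of over 55% in size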
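Activity was derived from the fluorescence gain between first and third kinetic reads (60 s intervals, ex 525/em 598 nm) after 50 nM THF-abasic TAMRA/BHQ-2 duplex was added to 0.75 nM APE1 preincubated 15 min with compound.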
TRHR ag = agonists of human TRH receptor | TRHR cells, calcium flux fluo-8, FDSS agonist mode | activation, % at 2 µM | 0.18% of 360,000 active | AID 493084; in the data active = activation above about 30%; note: 0% is about no effect
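TRHR-expressing cells loaded with fluo-8 calcium dye; 23 nL library compound pin-transferred, kinetic FDSS fluorescence (Ex 480/Em 530) recorded about 180 s for agonist-induced calcium release, before a 10 nM TRH EC20 addition for potentiator mode.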
POLI inh = inhibitors of human DNA polymerase iota | Q9UNA4 | Pol iota fluorescent replication assay, 10 min | Potency, µM (titrated, usually from 115 µM), for inactives: top-dose activity, negative = inhibition, most hits filed as inhibitors | 1% of 390,000 active | AID 588590; note: potency is the fitted concentration of half-maximal effect
Target sequence (Q9UNA4 whole entry, looked up): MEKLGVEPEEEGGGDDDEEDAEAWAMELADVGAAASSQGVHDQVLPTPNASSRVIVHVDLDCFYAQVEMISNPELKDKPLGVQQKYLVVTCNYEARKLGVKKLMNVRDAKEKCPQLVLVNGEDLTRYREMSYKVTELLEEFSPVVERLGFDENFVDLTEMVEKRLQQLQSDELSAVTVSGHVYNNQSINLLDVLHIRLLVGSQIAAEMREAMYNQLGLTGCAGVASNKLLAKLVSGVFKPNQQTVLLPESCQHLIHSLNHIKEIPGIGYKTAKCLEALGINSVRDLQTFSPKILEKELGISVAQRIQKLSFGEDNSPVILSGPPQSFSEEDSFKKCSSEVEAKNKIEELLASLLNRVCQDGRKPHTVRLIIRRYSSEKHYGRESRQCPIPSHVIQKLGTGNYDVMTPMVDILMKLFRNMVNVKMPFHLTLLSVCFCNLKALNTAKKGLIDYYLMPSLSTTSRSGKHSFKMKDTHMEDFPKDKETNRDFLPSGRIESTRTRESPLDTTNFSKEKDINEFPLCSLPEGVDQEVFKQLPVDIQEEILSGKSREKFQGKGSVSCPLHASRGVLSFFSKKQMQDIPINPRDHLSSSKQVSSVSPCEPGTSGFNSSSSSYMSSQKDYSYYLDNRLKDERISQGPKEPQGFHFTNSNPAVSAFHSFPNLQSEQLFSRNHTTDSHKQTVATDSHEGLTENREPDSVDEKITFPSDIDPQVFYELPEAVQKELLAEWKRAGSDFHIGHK
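Fluorescent replication assay read twice, at 0 min and 10 min after adding 50 nM (final) substrate. Enzyme (10 nM) and compounds were first incubated 15 min at room temperature; enzyme-free buffer wells were negative controls.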
BLM helicase inh = Bloom syndrome helicase (human) inhibition | P54132 | recombinant BLM DNA unwinding, fluorescence dequenching | Potency, µM (series often up to 56.1 µM), for the others: top-dose activity change, negative = inhibition, usual class: inhibitors | 0.2% of 350,000 active;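 note: potency is the fitted concentration of half-maximal effect; plate controls were vehicle for no effect and no enzyme for full effect; nearly all actives have a fitted effect of over 35% in size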
Starred values were filed as active, the others as inactive; ? = inconclusive; · = no result given; & = joins results of further samples; [ ] = dose if it differs, or a comment. Unless noted, calls come from the whole dose curve; as a rule, active = well fitted curve in the direction sought with a large enough effect; inconclusive = small, poorly fitted or top-dose-only effect, or another doubt; inactive = no such curve, though single readings can be large; an effect the other way counts as inactive or inconclusive.

Letter code – A = Apoferritin bind; B = Pol kappa inh; C = POLB inh; D = 12-LOX inh; E = ERG Ets-DNA blk; F = APE1 inh; G = TRHR ag; H = POLI inh; I = BLM helicase inh
compound: Cc1ccc(/C=C2/Sc3ccccc3N(CC(=O)NCCCOC(C)C)C2=O)cc1
  A = -11.5%; B = -6.9%; C = -1.6%; D = 2.9%; E = 17.5%; F = -0.4%; G = -1.1; H = 13.0%; I = -0.4%
compound: COc1ccc2oc(C(=O)Nc3nc4ccc(S(C)(=O)=O)cc4s3)c(C)c2c1
  A = ·; B = -11.6%; C = ·; D = -20.8%; E = 0.5%; F = -21.6%; G = -0.3; H = 2.9%; I = ·
compound: CCO[C@H]1OC(C(=O)NCc2ccccc2)=C[C@@H](c2ccc(C(F)(F)F)cc2)[C@@H]1CCCO
  A = -5.6%; B = -9.0%; C = -24.6%; D = 1.3%; E = -10.9%; F = -4.0%; G = 1.8; H = 1.2%; I = -11.5%
compound: CCCc1cc(=O)oc2c(C)c3occ(C)c3cc12
  A = -12.4%; B = -18.7%; C = 20.4%; D = -6.5%; E = -3.3%; F = 1.3%; G = -1.7; H = -5.4%; I = 2.6%
compound: O=C(N1CCCCC1)N1CCN(C(=O)N(c2ccccc2)c2ccccc2)CC1
  A = 2.8%; B = -5.9%; C = ?; D = 4.5%[57.4 µM]; E = ·; F = -0.7%; G = -0.8; H = 28.9%; I = -2.8%
compound: CN1C(=O)Cc2cc(S(=O)(=O)N3CCN(c4cccc(C(F)(F)F)c4)CC3)ccc21
  A = ?; B = 13.4%&-5.2%; C = ?; D = 23.3%&-3.2%; E = 5.9%&-3.4%; F = 61.6%[activator]; G = 0.1&0.1; H = -3.2%&17.4%; I = -2.5%&-2.4%
compound: O=S(=O)(Nc1ccc(N2CCCCC2)cc1)c1ccccc1F
  A = ?; B = -16.7%; C = 0.5%; D = 8.5%; E = 6.6%; F = 4.4%; G = -0.7; H = 157.0%[activator]; I = -1.6%
compound: COC1=C(N2CCOCC2)C(=O)c2ccccc2C1=O
  A = 9.1%; B = -5.7%; C = -29.2%; D = -7.3%; E = -7.1%; F = 27.4%; G = -2.3; H = 14.1µM*; I = -10.9%
compound: O=C(CCc1ccccc1)NC(=S)Nc1ccc2c(c1)C(=O)OC2
  A = -8.3%; B = -1.2%; C = -3.0%; D = -12.3%; E = -9.6%; F = 13.8%; G = -0.1; H = 17.7%; I = -8.2%
compound: O=S(=O)(Cc1nnnn1-c1ccc(Br)cc1)c1ccc(F)cc1
  A = -0.5%; B = 1.8%; C = 8.8%; D = 486.9%[activator]; E = -6.3%; F = 27.6%; G = 0.5; H = -7.3%; I = -1.4%
compound: O=C(Cc1cccc(C(F)(F)F)c1)NCc1ccc(Cl)cc1
  A = -3.6%; B = -15.3%; C = -1.6%; D = ?; E = -15.1%; F = 10.9%; G = -0.4; H = 169.0%[activator]; I = -1.1%
compound: COc1ccc(OCC(=O)Nc2cc(-c3ccccc3F)nn2-c2ccccc2)cc1
  A = 7.4%; B = 2.3%[60.1 µM]; C = 1.3%; D = ?; E = ?; F = ·; G = 0.4; H = 11.8%; I = -3.6%
compound: COc1cccc(OCCCN2CCN(S(=O)(=O)c3ccc(NC(C)=O)cc3)CC2)c1
  A = -20.4%; B = -14.7%; C = 0.1%; D = ?; E = -7.4%; F = -1.1%; G = 0.6; H = -10.8%; I = -2.1%
compound: O=C(c1ccco1)N1CCN(Cc2ccc(Cl)cc2)CC1
  A = -7.4%; B = -0.2%; C = 7.5%; D = ?; E = 0.5%; F = -4.6%; G = ·; H = -15.6%; I = -0.4%
compound: CCOC(=O)Nc1nn(-c2ccc(C)cc2)c(=O)c(C#N)c1C
  A = 4.9%; B = -3.0%; C = 27.0%; D = -14.0%; E = -11.0%; F = -1.6%; G = -2.1; H = 89.2%[activator]; I = -15.3%
compound: Cc1ccn2c(=O)nc(SCC(=O)Nc3ccc4c(c3)OCO4)nc2c1
  A = ·; B = -24.5%; C = ·; D = -10.4%; E = 3.6%; F = 12.0%; G = -0.1; H = 35.5µM*; I = ·
compound: CN(C)C(=O)C(OC(=O)c1ccc2ccccc2n1)c1ccccc1 (centres undefined)
  A = -10.2%; B = -7.3%; C = 0.7%; D = -16.6%; E = 10.4%; F = 48.1%[12.4 µM]; G = 0.4; H = -14.1%; I = 1.8%
compound: N#Cc1ccccc1S(=O)(=O)N1CCN(C(=O)C2CCCCC2)CC1
  A = ·; B = -6.6%; C = ·; D = 0.7%; E = 7.9%; F = 18.1%; G = ·; H = -11.8%; I = ·
compound: CSc1ccc(S(=O)(=O)N2CCC(C(=O)NCc3ccccn3)CC2)cc1
  A = -14.1%; B = -2.8%; C = -0.9%; D = ?; E = -4.1%; F = 16.0%; G = -0.3; H = 28.5%; I = 0.6%
compound: CC(C)C[C@@H](C(=O)N[C@@H](Cc1c[nH]c2ccccc12)C(N)=O)N1C[C@]2(CCCN2C(=O)[C@H](Cc2ccccc2)NC(=O)[C@H](Cc2ccccc2)NC(=O)[C@H](CCC(N)=O)NC(=O)[C@H](CCC(N)=O)NC(=O)[C@@H]2CCCN2C(=O)[C@H](CCCCN)NC(=O)[C@@H]2CCCN2C(=O)[C@@H](N)CCCNC(=N)N)CC1=O
  A = -9.4%; B = 17.8%[60.1 µM]; C = ·; D = ·; E = ·; F = -1.2%; G = ·; H = ·; I = -2.0%
compound: Cc1c(NC(=O)c2ccccc2NC(=O)c2ccccc2)cccc1C(=O)O
  A = 3.8%; B = 0.3%; C = 6.7%; D = -17.9%; E = 2.1%; F = -2.8%; G = 0.0; H = 94.3%[activator]; I = -9.0%
compound: Cc1ccc(NC(=O)CSc2nc(N)c(-c3ccccc3)c(=O)[nH]2)cc1Cl
  A = -13.8%; B = 4.2%; C = -29.2%; D = -7.9%; E = -6.4%; F = ?; G = 0.3; H = 85.3%[activator]; I = -4.6%
compound: Cc1cc(NC(=O)CSCC(=O)OCc2nnc(-c3ccc(F)cc3)o2)no1
  A = ·; B = -5.0%; C = ·; D = 236.7%[activator]; E = -5.8%; F = 15.9%; G = ·; H = 14.4%; I = ·
compound: COc1ccc(NC(=O)CN2C(=O)C(C)(C)c3cc(S(=O)(=O)N4CCCCC4)ccc32)cc1Cl
  A = -7.4%; B = -10.4%[60.1 µM]; C = -27.1%; D = -3.9%; E = -4.5%; F = ·; G = 0.4; H = 21.1%; I = -9.8%

Three compounds drawn at random from the list so far, as already listed:
Letter code – A = Apoferritin bind; B = Pol kappa inh; C = POLB inh; D = 12-LOX inh; E = ERG Ets-DNA blk; F = APE1 inh; G = TRHR ag; H = POLI inh; I = BLM helicase inh
compound: Cc1c(NC(=O)c2ccccc2NC(=O)c2ccccc2)cccc1C(=O)O
  A = 3.8%; B = 0.3%; C = 6.7%; D = -17.9%; E = 2.1%; F = -2.8%; G = 0.0; H = 94.3%[activator]; I = -9.0%
compound: COc1ccc(NC(=O)CN2C(=O)C(C)(C)c3cc(S(=O)(=O)N4CCCCC4)ccc32)cc1Cl
  A = -7.4%; B = -10.4%[60.1 µM]; C = -27.1%; D = -3.9%; E = -4.5%; F = ·; G = 0.4; H = 21.1%; I = -9.8%
compound: Cc1cc(NC(=O)CSCC(=O)OCc2nnc(-c3ccc(F)cc3)o2)no1
  A = ·; B = -5.0%; C = ·; D = 236.7%[activator]; E = -5.8%; F = 15.9%; G = ·; H = 14.4%; I = ·

Compounds listed so far that contain a Cl atom (4):
Letter code – A = Apoferritin bind; B = Pol kappa inh; C = POLB inh; D = 12-LOX inh; E = ERG Ets-DNA blk; F = APE1 inh; G = TRHR ag; H = POLI inh; I = BLM helicase inh
compound: O=C(Cc1cccc(C(F)(F)F)c1)NCc1ccc(Cl)cc1
  A = -3.6%; B = -15.3%; C = -1.6%; D = ?; E = -15.1%; F = 10.9%; G = -0.4; H = 169.0%[activator]; I = -1.1%
compound: O=C(c1ccco1)N1CCN(Cc2ccc(Cl)cc2)CC1
  A = -7.4%; B = -0.2%; C = 7.5%; D = ?; E = 0.5%; F = -4.6%; G = ·; H = -15.6%; I = -0.4%
compound: Cc1ccc(NC(=O)CSc2nc(N)c(-c3ccccc3)c(=O)[nH]2)cc1Cl
  A = -13.8%; B = 4.2%; C = -29.2%; D = -7.9%; E = -6.4%; F = ?; G = 0.3; H = 85.3%[activator]; I = -4.6%
compound: COc1ccc(NC(=O)CN2C(=O)C(C)(C)c3cc(S(=O)(=O)N4CCCCC4)ccc32)cc1Cl
  A = -7.4%; B = -10.4%[60.1 µM]; C = -27.1%; D = -3.9%; E = -4.5%; F = ·; G = 0.4; H = 21.1%; I = -9.8%

Not all compounds are listed; count on the stated rates, not on these rows.
